NadD inh – blocks S. aureus nicotinate mononucleotide adenylyltransferase | purified NadD enzyme, colorimetric absorbance read-out | inhibition, % at 20 µM | hit rate 0.78% among 360,000 | AID 602399; in the data active = inhibition above about 26%; note: some compounds past the cut are filed as inactive
SUMO1-SIM PPI – alters human SUMO1 binding to SIM partners; P63165; SUMO1 binding to a labelled peptide, TR-FRET, 1 h; inhibition, % at 20 µM; hit rate 0.33% among 360,000; AID 602429; in the data active = inhibition above about 37%
Target sequence (P63165 whole entry, looked up): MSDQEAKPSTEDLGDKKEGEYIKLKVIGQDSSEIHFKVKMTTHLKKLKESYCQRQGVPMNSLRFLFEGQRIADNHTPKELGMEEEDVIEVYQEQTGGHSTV
LMPTP block – blocks human LMPTP phosphatase; hit rate 0.22% among 360,000; recombinant LMPTP-A, OMFP fluorogenic substrate, fluorescence intensity; inhibition, % at 20 µM;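 active = compounds that cut the enzyme signal by at least half of the control window in the single-dose screen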;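 note: plate controls were DMSO wells with enzyme plus substrate for no effect and substrate without enzyme for full effect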
Target sequence (P24666 whole entry, looked up): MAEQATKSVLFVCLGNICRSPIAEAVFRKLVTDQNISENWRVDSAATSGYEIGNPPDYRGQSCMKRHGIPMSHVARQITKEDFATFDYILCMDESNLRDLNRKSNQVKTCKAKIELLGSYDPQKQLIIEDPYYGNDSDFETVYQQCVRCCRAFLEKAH
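Assay system: LMPTP-A enzyme. Input: 0.625 nM LMPTP-A final. Probe or stimulus: 400 µM OMFP. Compound dosing: single 20 µM dose. Schedule: 50 min dark incubation at room temperature. Detection: fluorescence intensity of OMFP turnover product. Read-out: percent inhibition versus substrate-only and uninhibited controls. Benchmarks: no-enzyme low control, uninhibited high control.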
STEP inh – blocks human striatal-enriched tyrosine phosphatase; inhibition, % at 20 µM; recombinant STEP, OMFP fluorogenic substrate, fluorescence; hit rate 0.25% among 360,000; P54829;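 active = inhibition at 20 µM, scaled per plate between control wells, above about 37%, limit read from the data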;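 note: 0% = DMSO with enzyme and substrate and 100% = substrate only without enzyme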
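System: STEP phosphatase, cell-free reaction; Buffer or medium: Bis-Tris pH 6.0 buffer with DTT, detergent; Incubation: 20 min at room temperature, dark; Measured by: fluorescence, 480/540 nm.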
Scp-1 inhibitor – Scp-1 (human) phosphatase inhibition. Recombinant Scp1, phosphopeptide, malachite green phosphate absorbance. hit rate 0.88% among 340,000. Q9GZU7. inhibition, % at 20 µM. AID 493091;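 active = inhibition above about 50% at 20 µM, limit read from the data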;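 note: plate controls were DMSO wells with enzyme for no effect and wells lacking enzyme for full effect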
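Material: truncated SCP-1 phosphatase (76-261aa) / Buffer or medium: 50 mM Tris acetate pH 5.5, 0.005% Tween-20, 10 mM MgCl2 / Compound dosing: one concentration, 20 µM, with 1.0% DMSO / Incubation: 45 min room-temperature reaction, 5 min colour, 30 min stabiliser / Detection: colorimetric free-phosphate detection, absorbance 630 nm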
NRP1-CendR mod – modulators of CendR peptide binding to human neuropilin-1. O14786. FAM-RPARPAR peptide binding to NRP-1, fluorescence polarization. inhibition, % at 25 µM. hit rate 0.85% among 360,000;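 active = inhibition or corrected inhibition above about 18%, plus a signal ratio from 0.5 to 1.5, limit read from the data, passing the limit was not always enough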; note: strong numbers were not always called active
DNMT1 inh – DNMT1 (human) enzyme inhibition; inhibition (reported as % activation of signal), % at 10 µM; hit rate 0.83% among 360,000; AID 588458; P26358; DNMT1 molecular beacon, Hinp1I cleavage, fluorescence; in the data active = inhibition above about 50%
SKN-1 inh – blocks SKN-1 activity in C. elegans; C. elegans VP596 Pgst-4::GFP/RFP ratio, acrylamide-induced, 24 h; inhibition, % at 21.8 µM; hit rate 0.49% among 360,000; AID 624304;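 active = interference check ratio from 0.5 to 1.5 plus GFP to RFP signal ratio inhibition reaching or exceeding a fixed threshold, cut at about 30% in these data, passing the limit was not always enough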; note: some compounds called inactive have numbers as strong as hits
Neddylation inh – cullin neddylation inhibition; P61081+Q13564; TR-FRET cullin neddylation, biochemical; calls only at 25 µM; hit rate 0.58% among 360,000; in the data active = inhibition above about 36%
Target sequence (P61081 whole entry, looked up): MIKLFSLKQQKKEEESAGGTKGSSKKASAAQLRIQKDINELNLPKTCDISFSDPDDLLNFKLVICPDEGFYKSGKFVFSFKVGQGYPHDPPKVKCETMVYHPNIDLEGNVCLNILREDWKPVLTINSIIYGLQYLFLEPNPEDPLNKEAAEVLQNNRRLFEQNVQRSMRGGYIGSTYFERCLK
Target sequence (Q13564 whole entry, looked up): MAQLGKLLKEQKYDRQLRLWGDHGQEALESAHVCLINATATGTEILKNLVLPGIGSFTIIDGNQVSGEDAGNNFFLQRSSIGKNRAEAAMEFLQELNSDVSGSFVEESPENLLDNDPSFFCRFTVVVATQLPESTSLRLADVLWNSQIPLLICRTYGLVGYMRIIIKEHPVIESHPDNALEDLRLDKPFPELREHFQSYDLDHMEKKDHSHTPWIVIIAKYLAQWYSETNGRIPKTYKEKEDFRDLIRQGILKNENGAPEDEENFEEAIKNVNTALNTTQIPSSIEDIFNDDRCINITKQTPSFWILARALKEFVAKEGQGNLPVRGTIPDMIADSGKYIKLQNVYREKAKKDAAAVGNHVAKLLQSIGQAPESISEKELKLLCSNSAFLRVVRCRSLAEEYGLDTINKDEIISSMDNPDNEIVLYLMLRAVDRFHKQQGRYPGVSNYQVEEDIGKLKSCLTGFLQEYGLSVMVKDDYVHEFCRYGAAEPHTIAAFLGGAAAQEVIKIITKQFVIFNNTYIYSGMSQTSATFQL
Tb MetRS inh – Trypanosoma brucei MetRS inhibition. purified T. brucei MetRS, ATP depletion, Kinase-Glo luminescence. inhibition, % at 11.9 µM. hit rate 0.4% among 360,000. AID 624268;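 active = inhibition above a per-plate cutoff of the control wells' mean inhibition plus 3 SD, cut at about 5.5% in these data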;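 note: 0% = DMSO wells median and 100% = median of wells with control inhibitor compound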
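Material – parasite MetRS enzyme · Medium – HEPES-MgCl2-KCl buffer plus DTT, spermine, BSA, pyrophosphatase · Reagent – ATP, methionine and E. coli bulk tRNA substrates · Times – 15 min enzyme-compound preincubation, 2 h reaction, 10 min detection, 25 °C · Measured by – luminescence of leftover ATP · Evaluation – percent inhibition relative to median high and low control wells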
Numbers without * were called inactive; i = inactive; . = not tested or not shown; + = active, no number.

Below each compound – NadD inh	SUMO1-SIM PPI	LMPTP block	STEP inh	Scp-1 inhibitor	NRP1-CendR mod	DNMT1 inh	SKN-1 inh	Neddylation inh	Tb MetRS inh
> O=C(Nc1ccc(O)cc1)c1cc2ccccc2c(=O)s1
    -1	-16	1.8	-1	-7	-15	1	-1	i	0.1
> Cc1cc2nc(/C(C#N)=C\c3ccc(-c4ccccc4C(=O)O)o3)[nH]c2cc1C
    13	-22	5.0	-8	27	27	4	-7	i	-0.6
> C=CCn1cc(C(=O)N2CCc3ccccc3C2)c(=O)c2cc(S(=O)(=O)N(CC)CC)ccc21
    1	3	0.4	-1	-1	1	-10	4	i	0.6
> CSc1ncccc1C(=O)OCC(=O)NC1CCCCC1
    3	3	0.2	-2	-5	23*	-2	-1	i	-0.1
> O=C(Nc1ccc2c(c1)C(=O)NC2=O)c1ccc(S(=O)(=O)N2CCCC2)cc1
    0	-2	-28	-2	10	2	-6	1	+	0.1
> C[C@]12CCC3c4ccc(OCC(=O)O)cc4CCC3C1CCC2=O (some centres undefined)
    -3	3	-1.4	-2	-11	8	1	3	i	-1.0
> COC(=O)CCC(=O)OC1(C)C(=O)C=C2C=C(C3CC3)N(Cc3ccc4c(c3)OCO4)C=C2C1=O (centres undefined)
    8	-1	13	-2	-4	4	-4	-3	i	-0.1
> S=C(NN=C1CCCCCC1)Nc1ccc(Cl)cc1
    -2	2	-0.5	3	-6	-2	0	-1	i	0.0
> CC(C)n1c(=S)[nH]c2cc(C(F)(F)F)ccc21
    5	-2	-0.8	2	-10	10	1	6	i	0.4
> O=C(O)c1cnc(-c2ccccc2)nc1Sc1cccc(Cl)c1
    19	25	0.2	1	-11	-21	1	-18	i	-0.7

Part of the list above in order of length of the SMILES, rising:
Below each compound – NadD inh	SUMO1-SIM PPI	LMPTP block	STEP inh	Scp-1 inhibitor	NRP1-CendR mod	DNMT1 inh	SKN-1 inh	Neddylation inh	Tb MetRS inh
> S=C(NN=C1CCCCCC1)Nc1ccc(Cl)cc1
    -2	2	-0.5	3	-6	-2	0	-1	i	0.0
> CSc1ncccc1C(=O)OCC(=O)NC1CCCCC1
    3	3	0.2	-2	-5	23*	-2	-1	i	-0.1
> CC(C)n1c(=S)[nH]c2cc(C(F)(F)F)ccc21
    5	-2	-0.8	2	-10	10	1	6	i	0.4
> O=C(O)c1cnc(-c2ccccc2)nc1Sc1cccc(Cl)c1
    19	25	0.2	1	-11	-21	1	-18	i	-0.7
> C[C@]12CCC3c4ccc(OCC(=O)O)cc4CCC3C1CCC2=O (some centres undefined)
    -3	3	-1.4	-2	-11	8	1	3	i	-1.0
> O=C(Nc1ccc2c(c1)C(=O)NC2=O)c1ccc(S(=O)(=O)N2CCCC2)cc1
    0	-2	-28	-2	10	2	-6	1	+	0.1
> Cc1cc2nc(/C(C#N)=C\c3ccc(-c4ccccc4C(=O)O)o3)[nH]c2cc1C
    13	-22	5.0	-8	27	27	4	-7	i	-0.6
> C=CCn1cc(C(=O)N2CCc3ccccc3C2)c(=O)c2cc(S(=O)(=O)N(CC)CC)ccc21
    1	3	0.4	-1	-1	1	-10	4	i	0.6
> COC(=O)CCC(=O)OC1(C)C(=O)C=C2C=C(C3CC3)N(Cc3ccc4c(c3)OCO4)C=C2C1=O (centres undefined)
    8	-1	13	-2	-4	4	-4	-3	i	-0.1

Next part
Below each compound – NadD inh	SUMO1-SIM PPI	LMPTP block	STEP inh	Scp-1 inhibitor	NRP1-CendR mod	DNMT1 inh	SKN-1 inh	Neddylation inh	Tb MetRS inh
> COC(=O)Cc1nc2c(N)nc(N)nc2[nH]c1=O
    -1	7	-1.9	1	-5	26*	5	15	.	-0.2
> CCCCNC(=O)C1(C)CCC(=O)N1c1cc(C(C)(C)C)nn1C (centres undefined)
    -9	-5	-1.3	-2	.	8	5	-1	i	-0.8
> Cc1ccc(CNC(=O)COC(=O)c2ccc(Br)cc2)cc1
    1	1	0.7	2	-4	8	4	4	i	0.5
> CC1CN(C(=O)c2cc3cc(Cl)ccc3[nH]2)CC(C)O1 (centres undefined)
    0	1	0.3	-1	-1	5	-3	14	i	0.8
> Cc1nc(NCCc2ccccc2F)c(C#N)c(C)c1[N+](=O)[O-]
    4	-2	1.5	1	1	-8	-1	15	i	0.3
> CCN(C(=O)COC(=O)c1c(NC(C)=O)sc(C)c1C)C1CCS(=O)(=O)C1 (centres undefined)
    0	2	-2.6	1	1	-8	2	-3	i	-0.5
> CCCc1cc(=O)oc2cc(C)cc(OC(C)C(=O)NCc3ccncc3)c12 (centres undefined)
    7	-6	-1.6	-1	-6	1	2	15	.	-0.3
> Cc1ccc(NC(=O)CN(C)C(=O)CCCN2C(=O)c3ccccc3C2=O)cc1
    6	-10	1.0	-1	-10	-8	0	19	i	0.1
> Clc1ccc(/C=N/NC(=Nc2ccccc2)c2ccccn2)c(Cl)c1
    2	-7	1.0	13	1	3	-1	2	i	-0.1
> O=C(Nc1ccccc1Cl)N1CCSc2ccccc21
    0	1	-0.8	0	-11	-2	17	8	i	-0.1
> CN(C)c1ncnc2c1ccn2C1OC(CO)C(O)C1O (centres undefined)
    -4	-13	-2.0	-1	7	-10	-4	9	i	-0.5
> CCCC(CCC)C(=O)Oc1cc(C)[nH]c(=O)c1[N+](=O)[O-]
    -1	2	-1.1	-3	-13	-6	2	5	i	-0.1
> COc1ccc(CNc2ccc(C)c(C)c2)c(OC)c1OC
    2	1	0.8	0	-1	14	13	-24	i	-1.3
> O=C(CN1CCOc2ccccc21)NCc1ccc(F)cc1
    -2	3	-0.8	-2	-16	0	-3	-4	i	-0.3
> C=CCC(C(=O)c1ccccc1)[N+](C)(C)CC=C (centres undefined)
    4	-1	-2.0	-1	-3	-14	0	10	i	-0.8
> COCCCNC(=O)CC1C[C@H](C(=O)N2CCCCC2)[C@@]2(CCc3ccccc3)c3[nH]c4ccccc4c3CCN2C1=O (some centres undefined)
    0	0	-1.1	1	-8	0	-1	4	i	-0.6
> CN(Cc1ccccc1)C(=O)[C@@H]1CCCN1C(=O)[C@@H]1CCCN1C(=O)c1c(F)cccc1F
    2	-5	-2.9	.	.	0	.	6	i	-0.7
> Cn1c2ccccc2c(=O)c2cc(C#CC3(O)CCCCC3)ccc21
    0	-3	0.6	1	2	3	20	2	i	-0.5
> CC(C)C[C@@H]1COc2cc(N3CCC[C@H]3CO)ccc2S(=O)(=O)N1
    -3	19	-0.9	.	.	15	.	-10	i	-0.5
> CCOC(=O)c1cc(-c2nnc(-c3ccc(Oc4ccccc4)cc3)o2)c(C)nc1C
    10	2	4.4	6	-1	-2	0	7	i	-1.1
> N#Cc1ccc(C(=O)Nc2ccc3ccccc3c2)cc1
    -5	-5	-0.5	0	-7	17	-2	-6	i	-0.8
> CCn1c(-c2c(Cl)c(C)nn2C)n[nH]c1=S
    2	-1	-0.8	0	1	11	1	-8	i	0.4
> CCCc1cc(C(=O)N2CCC(N3CCC(C(=O)NC(C)C)CC3)CC2)n(C)n1
    -4	18	-2.4	-3	-4	3	0	4	i	-0.3
> COc1ccc(Cc2nc3ccc(C(=O)NC4CCOC4)cc3o2)cc1OC (centres undefined)
    -1	-5	-1.3	-4	.	9	0	21	i	0.3
> Cc1cc(NCc2ccccn2)n2nc(C)c(-c3ccccc3)c2n1
    -9	-1	1.8	2	5	0	-2	5	.	-0.1
> O=C(Nc1nc2cc3c(cc2s1)OCCO3)c1ccco1
    -6	11	0.9	0	-7	-6	-1	17	+	-0.7
> CCN(CCO)Cc1csc2ccc(Cl)cc12
    -1	1	-1.8	2	-8	-1	-1	3	i	0.1
> CCOc1ccccc1CN1CCNC(=O)C1CC(=O)NCc1cc(C)n(C)n1 (centres undefined)
    -7	-1	-0.8	-4	-3	7	-1	2	i	-0.2
> O=C(COC(=O)c1cccnc1Cl)c1cccc(Cl)c1
    -5	-2	-0.4	-6	-16	-11	2	2	i	-0.4
> CNc1nc(OCCNC(=O)Nc2ccccc2)nc(N2CCOCC2)n1
    -5	0	-1.9	2	-10	4	-2	2	i	-0.4
> COc1cc(C(=O)OCC(=O)c2cc(C)n(CC3CCCO3)c2C)ccc1OCC(=O)N1CCOCC1 (centres undefined)
    1	18	0.3	-1	-7	2	2	-16	i	-2.0
> Cc1cc(Br)ccc1NC(=O)CN(C)C(=O)CN1C(=O)NC2(CCCC2)C1=O
    3	4	-0.6	-1	13	-2	0	9	i	-0.3
> O=C(NCc1ccco1)C(c1ccncc1)N(CCC1=CCCCC1)C(=O)Cn1nnc2ccccc21 (centres undefined)
    3	2	-1.2	-4	-10	-3	-4	6	i	-0.8
> Cc1ccc(NC(=O)COC(=O)CCc2ccc(S(=O)(=O)N3CCOCC3)cc2)cc1C
    -6	3	0.4	3	-12	12	-2	-5	i	0.0
> Cc1cccc(COc2ccc(/C(O)=C3\C(=O)C(=O)N(CCN(C)C)C3c3ccncc3)cc2)c1 (centres undefined)
    2	-5	-3.3	-2	0	5	-1	-45	i	-1.0
> COC(=O)CN(c1nc(C)c(Cl)c(OC)n1)S(=O)(=O)c1ccc(C)cc1
    -5	5	3.1	2	-5	16	3	28	i	-0.2
> CCOC(=O)C1=C(c2ccccc2)N=C2SCC(=O)N2C1c1ccc2c(c1)OCO2 (centres undefined)
    17	-6	-1.3	1	-3	-9	-2	8	i	-0.6
> Cc1nnc(SCC(=O)Nc2ccc(F)cc2)n(N)c1=O
    -2	-4	-0.3	2	-11	16	2	18	i	-0.4
> CCCCC(=O)Nc1ccc(C(=O)c2ccccc2)cc1
    -7	0	0.5	6	-7	8	1	-2	i	0.1
> CCOC(=O)c1ccccc1NC(=O)c1ccccc1N(C)S(C)(=O)=O
    -6	2	-0.1	4	4	-3	-3	11	i	-0.6
> COc1cc(NC(=O)Cc2cccc3ccccc23)c(C(=O)O)cc1OC
    -2	3	1.2	2	-15	3	-1	25	i	0.0
> CCOC(=O)c1[nH]c(C)c(C(=O)NCCc2ccc(OC)cc2)c1C
    -6	1	-1.9	1	-9	-14	-6	-5	i	-0.5
> Clc1ccc(CSCCc2ccncc2)cc1
    -51	2	-2.6	6	-67	1	0	-1	i	-0.1
> Cc1ccc(SCC(=O)c2ccc[nH]2)cc1
    1	1	2.9	0	-5	-3	-7	8	i	0.0

Assay outcomes from PubChem.
